# From PubChem BioAssay
# PRMT1 inh: blocks human protein arginine methyltransferase 1; inhibition, % at 2.79 µM; recombinant PRMT1, activity-based probe fluorescence polarization; Q99873; 370,000 tested, 1.3% active;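 active means inhibition above about 21% made by adding two undisclosed values, limit read from the data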
# TCR-CD3 inh: blocks the human TCR-CD3 interaction. AID 651800. TAMRA-labeled TCR probe fluorescence, biochemical. inhibition, % at 9.4 µM. 360,000 tested, 0.37% active; in the data active means inhibition above about 19%;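 further: recombinant mutant TCR 2C K166C tagged with TAMRA read by polarization; 0% = receptor in buffer alone and 100% = receptor with positive control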
# SIAE primary: inhibitors of human sialic acid acetylesterase SIAE; Q9HAT2; inhibition, % at 9.66 µM; 370,000 tested, 0.69% active; SIAE FP-Rh probe binding, fluorescence polarization; AID 1053197;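 active means inhibition above a cutoff: mean of compounds within the control limits plus 3 SD of those, cut at about 17% in these data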;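 further: 0% = plate median of compound wells and 100% = probe without SIAE protein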
# GC-B act: GC-B (human) receptor activation. P20594. HEK293-GC-B cells, CNP EC30, cGMP TR-FRET; 0% at EC30 CNP, 100% saturating CNP. activation, % at 10 µM. 370,000 tested, 0.11% active;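 active means activation at 10 µM reaching about 35% in either raw or pattern-adjusted values, limit read from the data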
# MBD2 DNA inh: MBD2-methylated oligo binding inhibition. Q9UBB5. TR-FRET, MBD2 binding to methylated oligonucleotide. inhibition, % at 4.4 µM. 370,000 tested, 0.31% active; in the data active means inhibition above about 13%
# Target sequence (Q9UBB5 whole entry, looked up): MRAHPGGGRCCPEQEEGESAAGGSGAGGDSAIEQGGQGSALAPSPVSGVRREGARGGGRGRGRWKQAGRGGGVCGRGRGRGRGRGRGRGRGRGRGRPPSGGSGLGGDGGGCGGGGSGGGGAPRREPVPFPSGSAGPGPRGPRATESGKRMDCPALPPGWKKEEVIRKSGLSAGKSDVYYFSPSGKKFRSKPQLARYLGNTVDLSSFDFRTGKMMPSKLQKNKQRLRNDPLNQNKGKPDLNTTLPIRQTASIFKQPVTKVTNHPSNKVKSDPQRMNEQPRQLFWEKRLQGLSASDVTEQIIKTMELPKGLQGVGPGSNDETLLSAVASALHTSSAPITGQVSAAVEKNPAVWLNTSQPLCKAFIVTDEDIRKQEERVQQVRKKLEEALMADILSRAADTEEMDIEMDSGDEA
# LEDGF integ inh: blocks HIV-1 LEDGF/p75-dependent DNA integration; TR-FRET IN-LEDGF/p75 DNA integration, Eu/Cy5; inhibition, % at 3.7 µM; 370,000 tested, 0.64% active;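 active means inhibition above the screen-wide mean plus 3 SD, cut at about 13% in these data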;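 further: signal is the Cy5 over europium emission ratio at 671 and 618 nm; 0% = plate median of compound wells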
# mABHD4 FP: ABHD4 (mouse) inhibition, primary FP screen; Q8VD66; purified mABHD4, FP-Rh probe fluorescence polarization; inhibition, % at 8.92 µM; 370,000 tested, 0.54% active; AID 720543;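 active means inhibition exceeding the mean over every tested compound plus 3 SD, cut at about 30% in these data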;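 further: 0% = plate median of compound wells and 100% = S159A mutant with DMSO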
# Target sequence (Q8VD66 whole entry, looked up): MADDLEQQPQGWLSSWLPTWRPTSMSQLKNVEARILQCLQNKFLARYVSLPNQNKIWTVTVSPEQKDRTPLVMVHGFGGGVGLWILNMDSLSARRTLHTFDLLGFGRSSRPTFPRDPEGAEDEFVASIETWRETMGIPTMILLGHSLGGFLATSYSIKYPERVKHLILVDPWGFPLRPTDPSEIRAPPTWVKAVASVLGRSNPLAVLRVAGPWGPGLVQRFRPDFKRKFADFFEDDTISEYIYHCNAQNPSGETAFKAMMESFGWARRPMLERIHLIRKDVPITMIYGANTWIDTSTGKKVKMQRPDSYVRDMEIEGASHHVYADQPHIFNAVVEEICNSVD
#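 Assay system: mABHD4 protein; medium: HEPES pH 7.0, NaCl, Pluronic buffer; dosing: 8.92 µM, single dose; schedule: 45 min + 60 min at 25 °C; signal: FP readout, ex 525 nm / em 598 nm; read-out: normalized percent inhibition of probe labeling; repeats: single replicate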
# rCAG RNA binder: molecules binding r(CAG) RNA repeats. r(CAG) RNA repeat, TO-PRO-1 dye displacement fluorescence. inhibition, % at 3 µM. 370,000 tested, 1.3% active;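 active means inhibition above the plate cutoff, the mean of all test compounds on that plate plus 3 SD, cut at about 35% in these data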;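 further: 0% = DMSO alone and 100% = 100 µM mitoxantrone as full dye displacement; higher means more dye released from RNA so lower well fluorescence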
# HTRA1 inh: HTRA1 (human) protease inhibition | Q92743 | recombinant HTRA1, FP-rhodamine activity-based probe, fluorescence polarization | inhibition, % at 5.96 µM | 340,000 tested, 0.5% active | AID 504803; in the data active means inhibition above about 36%;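 further: 0% = enzyme with DMSO and 100% = wells lacking enzyme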
# TDP2 absorb: TDP2 (human) inhibition, absorbance primary screen | O95551 | inhibition, % at 12.8 µM | 370,000 tested, 0.34% active | recombinant TDP2, T5PNP hydrolysis, p-nitrophenol absorbance 415 nm;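 active means inhibition above the mean of all tested compounds plus 3 SD, set per campaign, cut at about 25% in these data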;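 further: 0% = DMSO with enzyme and 100% = buffer with substrate but no TDP2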
#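 Evaluation: % inhibition relative to enzyme-containing and enzyme-free wells. Material: recombinant human TDP2. Benchmarks: enzyme-free and DMSO wells. Timing: enzyme reaction with compound for 2 h at 37 °C. Compound dosing: 12.8 µM only. Measured by: p-Nitrophenol epi absorbance. Reagent: T5PNP substrate at 5 mM, a TopII-DNA adduct mimic. Replication: single well per compound.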
# An asterisk follows results filed as active; . = no result given.
SMILES,PRMT1 inh,TCR-CD3 inh,SIAE primary,GC-B act,MBD2 DNA inh,LEDGF integ inh,mABHD4 FP,rCAG RNA binder,HTRA1 inh,TDP2 absorb
O=C(CSCCO)Nc1cc(C(F)(F)F)ccc1Cl,2.5,2.1,-4.7,5.0,-5.5,4.8,2.3,-4.2,9.0,1.7
COCCCNC(=O)CC(C)c1ccccc1 (stereo not given),-5.4,110.1*,-0.7,3.0,-7.3,3.5,2.1,0.3,-3.9,-0.5
Cc1cccc(NC(=O)C2CCCN2C(=O)OCC(C)C)c1C (stereo not given),-2.1,2.5,-5.9,1.6,0.6,1.6,1.1,-1.6,-5.0,0.3
COc1ccc(NS(=O)(=O)c2ccc(F)c(Cl)c2)cn1,36.9*,-3.7,-1.2,-7.2,-6.3,2.6,-5.0,-31.9,1.4,-8.9
CC1=C(C(=O)N2CCOCC2)CC(CC(=O)NCCc2ccccn2)C(=O)N1Cc1ccc(F)cc1 (stereo not given),-1.3,6.0,1.3,1.1,-1.2,-3.2,-0.2,-0.4,-9.1,0.3
Cc1ccnc(NC(=O)C2CCN(S(=O)(=O)c3ccc(Cl)c(C(F)(F)F)c3)CC2)c1,2.8,-2.6,-0.4,1.0,4.4,-1.4,4.2,2.0,-0.9,-11.9
O=C(OCC(=O)N1CCCC1)c1ccc(Cl)c([N+](=O)[O-])c1,5.0,7.3,0.2,-0.9,0.6,5.1,2.5,-1.3,-4.4,10.4
COc1ccc(N(C(C)C(=O)NCCSCc2cccc(Cl)c2)S(C)(=O)=O)cc1 (stereo not given),1.9,11.8,-1.2,-2.2,-1.3,1.6,-11.4,-5.0,-0.8,-3.5
CCOC(=O)C1(C)CCN1C(=O)c1cc(OC)c(OC)c(OC)c1 (stereo not given),0.5,3.5,-3.8,2.7,-2.1,3.9,1.3,1.9,.,2.3
O=C(N/C(=C/c1ccccc1Cl)C(=O)N1CCOCC1)c1ccccc1,-2.3,0.8,-0.5,-2.0,0.9,3.5,0.6,1.4,8.4,2.0
COc1ccc(CN2CCCCC2C)cc1C (stereo not given),-0.4,-4.7,-6.5,-15.5,-0.7,0.8,1.7,-2.0,3.7,-5.5
CCOC(=O)c1c(/N=C/c2ccc(OC)cc2O)sc2c1CCN(C)C2,-0.1,5.3,2.3,0.1,-8.3,1.3,8.6,3.8,6.8,16.7
CC(C)C1C(=O)N(Cc2cn(CC3CCCCC3)nn2)CCS(=O)(=O)N1Cc1ccc(-c2ccc(Cl)nc2)cc1 (stereo not given),0.8,-0.5,-3.4,7.6,1.2,2.8,-7.4,10.5,-16.7,0.0
O=C(Nc1ccc(CN2CCS(=O)(=O)CC2)cc1)c1ccc(F)cc1,-1.3,1.0,-8.9,1.0,1.8,1.2,-4.2,2.6,-23.1,-6.7
CC(C)Cn1c(=O)c(C(=O)NCc2ccccn2)c(O)c2ccccc21,-1.6,0.0,-8.5,4.2,1.1,0.0,1.7,-4.6,-6.0,0.3
CN1OC[C@@H]2CN(C(=O)c3ccc(C#N)cc3)[C@H](c3cccc(Br)c3)C[C@@H]21,-0.4,8.4,0.4,-2.1,-4.5,5.2,-6.2,1.8,.,3.0
CSc1ccc(CN2CCC(n3nccc3NC(=O)C3CCOC3)CC2)cc1 (stereo not given),-7.4,8.5,-3.8,0.5,-6.0,2.0,1.8,-2.4,2.2,1.9
O=C(NCc1cc(F)ccc1F)C1CCC(=O)N(C2CCCCCC2)C1 (stereo not given),-0.8,4.1,-0.7,-1.9,-3.6,-0.6,4.8,-6.5,0.0,-14.2
CC(C)(C)n1c(=O)[nH]c2c(c1=O)CCC2,-1.6,5.5,1.0,8.8,-0.8,1.7,2.6,0.3,8.4,5.3
CC(C)[C@H](NC(=O)OCc1ccccc1)C(=O)OCC(=O)NCCc1ccccc1,-3.4,3.6,0.3,0.8,2.4,-0.1,5.7,-7.3,-5.8,13.1
CCC(=O)Nc1nc(CC(=O)Nc2ccccc2OC)cs1,2.3,3.5,-6.2,-6.2,-3.9,-4.9,5.2,-1.5,3.7,-8.1
Nc1ccc(C(=O)OCCCc2nc3cc4ccccc4cc3[nH]2)cc1,-4.3,-0.7,4.1,-2.6,-5.8,7.2,-1.6,3.2,-7.4,-11.6
COc1ccc(CC(=O)Nc2ccc(-c3noc(-c4ccc(Cl)cc4)n3)cc2)cc1,-1.8,1.3,-1.4,1.0,1.1,-0.9,1.8,3.0,-2.3,5.2
Cc1nc2cc(NC(=O)NCc3ccco3)ccc2n1C,-0.4,5.0,-5.4,3.6,-6.7,-1.8,1.1,-0.7,7.7,1.8
CN1CCN(NC(=O)c2ccc(S(=O)(=O)N3CC4(C)CC3CC(C)(C)C4)cc2)CC1 (stereo not given),0.3,-1.7,3.2,1.6,0.5,2.1,-0.5,-6.8,0.6,7.8
CSc1nnc(Cn2c(=O)sc3ccccc32)n1CCc1ccccc1,-1.8,1.0,7.5,-7.3,2.9,1.4,-4.7,-2.3,-5.2,-4.1
CC(C)OP(=O)(OC(C)C)C(Nc1ccccc1)c1cccnc1 (stereo not given),0.9,-7.2,-3.8,3.8,3.4,-5.7,5.1,-8.4,-1.5,-7.0
COc1cc(NC(=O)c2cc3cccc(OC)c3o2)cc(C(=O)Nc2cccc(C(F)(F)F)c2)c1,-1.1,44.7*,-137.2,3.0,-7.3,-2.5,-45.1,0.9,-65.8,6.8
COc1ccc(S(N)(=O)=O)cc1C(=O)OCC1CCCCC1,-3.7,3.8,-8.4,2.2,4.2,-0.9,-4.8,2.2,-4.3,14.8
CCCCC(=O)N=c1sc2cc([N+](=O)[O-])ccc2n1C,-9.2,0.8,1.3,2.8,-3.9,2.3,-4.5,-2.2,9.0,-9.7
Cc1onc(-c2ccccc2Cl)c1C(=O)N1CCCCC1,-2.4,3.9,-0.7,6.8,-4.3,-0.8,3.7,0.1,-13.6,6.2
CN(C)S(=O)(=O)c1cccc(-c2nn(-c3ccccc3)cc2/C=C2\SC(=S)N(CC(=O)O)C2=O)c1,28.2*,-0.9,-14.7,-1.6,-5.8,-1.7,1.2,63.9*,-66.3,-15.4
Cc1cnc(NC(=O)C(C)N2C(=O)C3CC=CCC3C2=O)s1 (stereo not given),-0.9,0.1,-1.5,4.9,-0.9,-1.7,1.0,-1.5,-1.7,-11.2
COc1ccc(OC)c(-c2nnc3n2N=C(c2ccc(OC(F)F)c(OCC4CC4)c2)CS3)c1,4.0,-3.7,-20.2,1.5,0.4,-0.8,-20.4,0.2,-122.2,-0.3
O=C(NCc1ccc(OC(F)(F)F)cc1)C1CC(c2ccccc2[N+](=O)[O-])=NO1 (stereo not given),3.2,1.3,0.8,6.5,5.3,-1.1,-12.4,1.1,-13.3,-10.9
O=C(CCC(=O)Nc1nnc(C2CCCCC2)s1)NCc1ccc(F)cc1,-0.2,3.3,11.3,-3.0,1.8,0.4,1.3,-2.0,1.0,20.2
O=C(CC1C(=O)NCCN1Cc1c(F)cccc1Cl)NCCCn1cccn1 (stereo not given),5.2,1.1,0.1,2.8,-2.3,-8.8,4.3,-3.2,2.2,-11.4
Cc1c(C(=O)c2ccc(Cl)c([N+](=O)[O-])c2)c2ccccn2c1CCC#N,0.2,-10.9,6.7,11.7,0.3,0.2,4.2,3.3,-6.9,5.0
C#CCSc1nccc(-c2nn(-c3ccc(C)cc3)ccc2=O)n1,9.1,2.6,-5.6,5.5,-0.8,-4.7,-0.8,2.5,-3.2,-4.3
COc1ccccc1CNC(=O)CSc1ccsc1[N+](=O)[O-],0.6,11.9,-4.9,0.3,2.3,0.5,4.4,6.8,1.9,-8.1
CC(C)(C)S(=O)(=O)N1C[C@@H]2CC/C=C\C/C=C\2[C@H]1CCO,-5.5,-0.4,-1.6,1.7,-5.7,3.1,5.6,1.6,1.2,-0.4
Fc1ccccc1-n1cc(-c2ccccc2)[nH]c1=S,10.8,4.7,3.6,-0.8,2.8,1.5,2.2,2.0,3.3,-0.9
CN1CCN(C(=O)c2cc3c(c(-c4cccc(Br)c4)n2)[C@H](CCO)N(S(=O)C(C)(C)C)C3)CC1 (stereo not given in full),-2.3,5.2,-3.2,6.4,1.3,4.2,-1.2,5.1,.,-6.0
COCCn1c(N)c(Sc2ccc([N+](=O)[O-])cc2)c(=O)[nH]c1=O,-1.3,-7.0,12.1,-0.6,-7.5,-2.2,3.0,-1.5,3.0,1.0
CCCOc1ccc(C(=O)OCC(=O)NCCc2ccc(OCC)c(OCC)c2)cc1OC,-0.2,-5.3,3.0,0.2,-0.7,-1.8,1.3,-6.3,0.6,19.8
CCC(C)NC(=O)C1CCN(S(=O)(=O)N2CCOCC2)CC1 (stereo not given),0.6,-2.9,-0.9,1.3,6.3,-3.6,4.1,-2.8,2.5,-3.0
CC(C)c1ccc(NC(=S)NNC(=O)C2CC2)cc1,3.1,-5.4,0.1,3.8,3.0,-2.6,2.8,-4.5,6.0,-7.8
CCOc1cc(/C=N/NC(=O)CN2CCCCC2)ccc1OCc1ccccc1,3.1,-5.6,1.2,3.3,2.5,-4.0,1.5,-10.4,-5.8,1.9
CN1C=CC(=CC=C2C=CC(=O)C=C2)C=C1,-7.2,-7.0,0.8,-1.4,-8.2,1.1,-2.6,-10.9,-1.2,-4.9
COc1ccccc1-n1c(SCC(=O)N2CCCC2)nnc1-c1ccccc1,-0.3,4.5,-1.9,1.3,0.9,-2.2,-4.9,-9.6,5.2,-11.3

# (cont.)
SMILES,PRMT1 inh,TCR-CD3 inh,SIAE primary,GC-B act,MBD2 DNA inh,LEDGF integ inh,mABHD4 FP,rCAG RNA binder,HTRA1 inh,TDP2 absorb
CCc1nn(CC(=O)NCCCN2CCN(CC)CC2)c(=O)c2cc3occc3n12,-0.4,-1.5,7.5,6.0,0.7,0.9,-0.8,-0.4,-0.4,4.0
CCNC(=O)C1CCCN(C(=O)c2ccccc2F)CC1 (stereo not given),-3.1,1.5,1.3,2.7,-7.1,2.8,7.6,1.1,.,-10.4
CCN(CC)c1ccc(NC(=O)c2c(OC)cccc2OC)c(C)c1,1.8,7.2,3.7,0.9,-1.5,-0.3,4.0,-4.2,15.7,7.6
CCOc1ccc(NC(=O)CSc2nc3cc(C(=O)NCC4CCCO4)ccc3c(=O)n2CC2CCCO2)cc1 (stereo not given),-3.4,3.6,1.2,-0.5,-2.7,-1.0,-1.7,3.5,-2.9,4.7

# A portion of the library, so the mix of outcomes need not match the whole.
